NRP1-CendR mod – alters CendR peptide binding to human NRP-1 | O14786 | FAM-RPARPAR peptide binding to NRP-1, fluorescence polarization | inhibition, % at 25 µM | 0.85% of 360,000 active | AID 602438;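 active = inhibition or corrected inhibition above about 18%, plus a signal ratio from 0.5 to 1.5, limit read from the data, passing the limit was not always enough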; also: strong numbers were not always called active
Target sequence (O14786 whole entry, looked up): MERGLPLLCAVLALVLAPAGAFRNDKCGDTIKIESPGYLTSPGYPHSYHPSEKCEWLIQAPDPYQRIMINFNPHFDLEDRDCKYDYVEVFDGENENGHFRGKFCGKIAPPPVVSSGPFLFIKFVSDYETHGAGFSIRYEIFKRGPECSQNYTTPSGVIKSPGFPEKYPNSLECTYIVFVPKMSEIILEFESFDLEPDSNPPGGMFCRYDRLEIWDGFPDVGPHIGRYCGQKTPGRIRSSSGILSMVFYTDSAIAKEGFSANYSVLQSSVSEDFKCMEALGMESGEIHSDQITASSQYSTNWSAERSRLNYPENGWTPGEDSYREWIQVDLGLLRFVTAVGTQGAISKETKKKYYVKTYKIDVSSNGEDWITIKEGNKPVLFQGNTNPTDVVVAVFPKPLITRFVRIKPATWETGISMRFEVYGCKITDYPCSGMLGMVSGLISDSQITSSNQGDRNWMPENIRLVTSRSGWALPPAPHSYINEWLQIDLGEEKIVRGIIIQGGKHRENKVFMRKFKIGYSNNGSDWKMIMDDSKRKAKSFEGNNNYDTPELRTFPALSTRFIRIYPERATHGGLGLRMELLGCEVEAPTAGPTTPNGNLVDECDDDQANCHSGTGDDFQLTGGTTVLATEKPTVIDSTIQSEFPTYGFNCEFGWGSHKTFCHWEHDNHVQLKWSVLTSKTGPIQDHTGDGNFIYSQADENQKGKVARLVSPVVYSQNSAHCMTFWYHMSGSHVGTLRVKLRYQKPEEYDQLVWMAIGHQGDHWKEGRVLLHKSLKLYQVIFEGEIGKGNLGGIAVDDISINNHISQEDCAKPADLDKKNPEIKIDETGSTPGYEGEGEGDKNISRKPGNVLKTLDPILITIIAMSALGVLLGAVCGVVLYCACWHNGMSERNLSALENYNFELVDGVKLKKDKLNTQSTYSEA
MT1-MMP act inh – MT1-MMP (human) activation inhibition; P50281; HT1080 RFP-PRO-GFP cells, GFP/RFP ratio fluorescence, overnight; percent of plate control window, DMSO zero; GFP/RFP ratio change, % at 20 µM; 0.061% of 360,000 active; AID 651647;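 active = GFP/RFP ratio change of at least 30% with cell ATP level not reduced by more than half and red fluorescence within 50% of control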; also: strong numbers were not always called active
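Read-out: GFP/RFP fluorescence ratio; Test system: RFP-PRO-GFP reporter HT1080 cells; Compound dosing: single-point 20 µM compound, 1% DMSO; Times: overnight compound exposure at 37 °C.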
SKN-1 block – inhibitors of C. elegans SKN-1. C. elegans VP596 Pgst-4::GFP/RFP ratio, acrylamide-induced, 24 h. inhibition, % at 21.8 µM. 0.49% of 360,000 active. AID 624304;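 active = interference check ratio from 0.5 to 1.5 plus GFP to RFP signal ratio inhibition reaching or exceeding a fixed threshold, cut at about 30% in these data, passing the limit was not always enough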; also: some compounds called inactive have numbers as strong as hits
NadD inh – inhibitors of Staphylococcus aureus NadD; inhibition, % at 20 µM; purified NadD enzyme, colorimetric absorbance read-out; 0.78% of 360,000 active; AID 602399; in the data active = inhibition above about 26%; also: some compounds past the cut are filed as inactive
DNMT1 block – inhibitors of human DNMT1; AID 588458; inhibition (reported as % activation of signal), % at 10 µM; DNMT1 molecular beacon, Hinp1I cleavage, fluorescence; 0.83% of 360,000 active; P26358; in the data active = inhibition above about 50%
STEP inh – STEP (human) phosphatase inhibition. P54829. recombinant STEP, OMFP fluorogenic substrate, fluorescence. inhibition, % at 20 µM. 0.25% of 360,000 active. AID 588621;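 active = inhibition at 20 µM, scaled per plate between control wells, above about 37%, limit read from the data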;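 also: 0% = DMSO with enzyme and substrate and 100% = substrate only without enzyme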
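Test system: STEP tyrosine phosphatase / Reagent: OMFP at 25 µM / Doses: 20 µM, 1% DMSO / Read-out: percent inhibition scaled to no-enzyme and uninhibited-enzyme controls, plate-pattern corrected / Detection: FITC-channel fluorescence of OMFP product / Medium: Bis-Tris buffer pH 6.0, 2.5 mM DTT, 0.005% Tween 20 / Schedule: 20 min at room temperature, dark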
LMPTP block – LMPTP (human) inhibition; inhibition, % at 20 µM; P24666; 0.22% of 360,000 active; AID 651560; recombinant LMPTP-A, OMFP fluorogenic substrate, fluorescence intensity;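 active = compounds that cut the enzyme signal by at least half of the control window in the single-dose screen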;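 also: plate controls were DMSO wells with enzyme plus substrate for no effect and substrate without enzyme for full effect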
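test system = LMPTP-A | amount = 0.625 nM LMPTP-A final | reagent = fluorogenic phosphatase substrate OMFP at 400 µM final | incubation = 50 min at room temperature | benchmarks = no-enzyme low control, uninhibited high control | medium = Bis-Tris pH 6.0, DTT, detergent | signal = fluorescence intensity of OMFP turnover product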
Scp1 inh – inhibitors of human Scp-1 phosphatase; Q9GZU7; Recombinant Scp1, phosphopeptide, malachite green phosphate absorbance; inhibition, % at 20 µM; 0.88% of 340,000 active;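 active = inhibition above about 50% at 20 µM, limit read from the data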;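 also: plate controls were DMSO wells with enzyme for no effect and wells lacking enzyme for full effect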
Target sequence (Q9GZU7 76-261 limits assumed): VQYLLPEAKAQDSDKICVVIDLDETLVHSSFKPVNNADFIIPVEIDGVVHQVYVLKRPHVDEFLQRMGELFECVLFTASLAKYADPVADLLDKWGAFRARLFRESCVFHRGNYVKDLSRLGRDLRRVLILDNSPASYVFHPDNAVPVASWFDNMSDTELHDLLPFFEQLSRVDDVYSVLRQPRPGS
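Material – SCP-1 phosphatase catalytic domain, residues 76-261 · Buffer or medium – Acidic Tris acetate buffer with magnesium and detergent · Also added – Phospho 17-mer peptide substrate · Compound – single 20 µM dose, 1% DMSO · Times – 45 min room-temperature reaction, 5 min colour, 30 min stabiliser · Technique – Phosphate-binding colour reagent, absorbance read at 630 nm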
Rpn11 inh – blocks the human proteasome subunit Rpn11 | O00487 | human 26S proteasome, Ub4-pepOG fluorescence polarization; 20S core pre-blocked with epoxomicin | calls only at 20 µM | 0.59% of 360,000 active | AID 588493;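 active = inhibition at 20 µM, scaled to each plate's controls, above about 33%, limit read from the data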
SUMO1-SIM PPI – alters human SUMO1 binding to SIM partners | P63165 | SUMO1 binding to a labelled peptide, TR-FRET, 1 h | inhibition, % at 20 µM | 0.33% of 360,000 active | AID 602429; in the data active = inhibition above about 37%
An asterisk follows results filed as active; i = inactive; nt = not tested or not shown; + = active, no number. Not all compounds are listed; rates above refer to the full screens.

SMILES	NRP1-CendR mod	MT1-MMP act inh	SKN-1 block	NadD inh	DNMT1 block	STEP inh	LMPTP block	Scp1 inh	Rpn11 inh	SUMO1-SIM PPI
COc1ccccc1OCC#CCN1CCOCC1	0.2	1.1	7.0	-2.0	-4.0	0.0	-0.8	-4.1	i	0.5
COC(=O)c1cncn1C(C)c1ccccc1 (stereo not given)	11.9	-3.6	16.7	-0.2	0.7	2.7	-0.9	-5.8	i	-0.2
CCCC12CN3CCN(C1)CC(CCC)(C3)C2=O	18.9	-5.2	10.1	4.8	1.3	-0.2	0.2	2.5	i	-4.2
C=CCSc1nc2c(c(-c3ccsc3)c1C#N)CN(C)CC2	-7.6	-10.6	25.3	13.0	51.9*	1.2	23.4	-3.8	i	-44.4
CCOc1nc(NC(C)C)nc(N2CC3CC(C2)c2cccc(=O)n2C3)n1 (stereo not given)	7.5	0.9	0.8	4.0	2.6	-1.3	-1.6	-6.7	i	0.6
COc1ccc(-n2c(O)c(C(C)=NCc3ccc4c(c3)OCO4)c(=O)[nH]c2=O)cc1	-3.1	5.3	-13.5	-0.5	4.0	-0.4	-1.4	-5.1	i	-2.0
CC1CN=C(NCc2ccc(F)cc2)S1 (stereo not given)	3.0	2.0	2.0	-2.8	0.4	-1.3	-2.3	-3.4	i	-0.8
CCCCN=C[C@]12CCC(O)CC1(O)CCC1[C@@H]2CC[C@]2(C)[C@H](C3C=CC(=O)O3)CCC12O (stereo not given in full)	10.9	-51.3	10.6	-5.7	0.4	-1.5	-1.0	3.6	i	-4.9
COC(=O)C1=C(c2ccc(-c3ccccc3)c(F)c2)C[C@@H]2CC[C@H]1N2C(=O)NCc1cccc2ccccc12	-11.5	-6.0	4.0	8.9	-4.3	2.9	3.7	-6.5	i	2.5
CN=C1CN(O)C(c2ccccc2)c2cc(Cl)ccc2N1 (stereo not given)	2.1	-0.6	15.2	0.3	-0.7	-1.0	0.3	-6.7	i	1.3
CC1=C(/C=C/c2ccccc2)CCN(C)C1	6.3	-3.1	-9.4	-11.8	-4.4	-2.6	-1.5	3.1	i	-5.9
C#CCN1CCN(c2cccc(C(F)(F)F)c2)CC1	0.8	1.6	11.5	-0.8	0.6	3.7	-1.8	-5.2	i	1.7
Cc1cccc(-n2c(O)c(C=NCCN3CCCCC3)c(=O)[nH]c2=O)c1	-11.6	-3.1	-12.0	-4.0	3.6	-1.2	-5.4	-7.2	i	-4.9
Cc1ccc(-c2nc3ccccc3c(=O)n2-c2cccc(O)c2)cc1	-6.8	-7.8	11.5	4.4	-1.7	2.6	1.2	-4.5	i	2.3
NC(=O)Nc1cccc(C(F)(F)F)c1	-2.4	-2.3	-2.9	-2.7	-0.2	-1.6	-1.1	2.3	i	1.4
COc1ccc2c(c1)C13CCN4CC5=CCOC6CC(=O)N2C1C6C5CC43 (stereo not given)	-13.3	-1.8	-4.6	6.0	-5.9	-2.0	-0.2	nt	i	-3.0
CCN(CCCl)c1cc(CN(C)C)cc(NC(=O)c2ccc(C(=O)Nc3cc(CN(C)C)cc(N(CC)CCCl)c3)cc2)c1	14.0	-26.3	-11.8	-4.1	-44.2	4.7	-3.0	-10.4	i	-98.5
CC/C(=N\NC(=O)c1ccccc1O)c1c(O)n(Cc2ccccc2)c(=O)[nH]c1=O	-91.6	-60.0	-2.8	-2.4	-1.2	-2.9	-0.2	-21.4	nt	6.2
COc1cccc(O)c1CN1CCCC(C(=O)c2ccccc2SC)C1 (stereo not given)	4.6	-3.1	-7.8	-0.3	1.1	1.8	-1.0	-8.6	i	-3.3
O=[N+]([O-])c1[nH]cnc1Br	0.0	1.9	-1.3	4.5	0.3	0.1	-0.9	0.5	i	-7.0
CN(c1ccc(OCC(=O)N2CCN(C/C=C/c3ccccc3)CC2)cc1)S(=O)(=O)c1cccs1	-9.1	-4.6	9.0	10.3	-8.0	2.4	3.0	-8.4	i	4.5
C=Cc1cc(OC)c2c(c1)c(=O)oc1c2cc(OC)c2c(O)ccc(C3OC(C)C(O)C(C)(O)C3O)c21 (stereo not given)	-5.9	-1.5	-3.4	22.0	62.1*	8.1	11.2	81.5*	i	48.1*
O=[N+]([O-])NC1=NCCN1Cc1ccc(Cl)nc1	-8.4	3.7	2.0	1.4	1.6	-1.8	-1.4	-14.5	i	1.0
c1cc2c(cc1[C@H]1OC[C@H]3[C@@H]1CO[C@H]3c1ccc3c(c1)OCO3)OCO2	4.9	3.4	6.2	-13.5	-3.4	-2.7	0.3	-8.6	i	2.4
CCOC(=O)c1nc2ccccc2c(=O)n1-c1ccc(C)cc1	8.4	2.0	23.5	-7.7	2.0	2.2	-2.5	-1.8	i	1.0

Complete entries from above. Screens in order: NRP1-CendR mod	MT1-MMP act inh	SKN-1 block	NadD inh	DNMT1 block	STEP inh	LMPTP block	Scp1 inh	Rpn11 inh	SUMO1-SIM PPI
Entry for CCOC(=O)c1nc2ccccc2c(=O)n1-c1ccc(C)cc1 : 8.4	2.0	23.5	-7.7	2.0	2.2	-2.5	-1.8	i	1.0
Entry for C#CCN1CCN(c2cccc(C(F)(F)F)c2)CC1 : 0.8	1.6	11.5	-0.8	0.6	3.7	-1.8	-5.2	i	1.7

(cont.)
SMILES	NRP1-CendR mod	MT1-MMP act inh	SKN-1 block	NadD inh	DNMT1 block	STEP inh	LMPTP block	Scp1 inh	Rpn11 inh	SUMO1-SIM PPI
COc1ccc(NC(c2ccccc2)P(=O)(Oc2ccccc2)Oc2ccccc2)cc1 (stereo not given)	-3.2	1.5	5.3	-3.2	-0.8	-3.3	-0.6	-10.3	i	1.9
c1cc2n(c1)-c1c(ccc3c1OCO3)CNC2c1ccc2c(c1)OCO2 (stereo not given)	1.8	1.0	2.4	0.0	-5.2	0.3	1.8	-9.6	i	-0.6
COC(=O)C1=C(c2ccc(C(C)=O)cc2)C[C@@H]2CC[C@H]1N2C(=O)NCCO	5.6	-0.4	1.7	-2.3	5.8	-2.2	-1.7	-8.2	i	2.4
COC(=O)CC1=C(C(=O)OC)C2(C(=O)Nc3c(C)cccc32)C(C#N)=C(N)O1 (stereo not given)	-5.9	-5.3	9.3	2.0	0.2	1.8	-0.3	-11.8	i	-5.1
CC(C)(C)c1ccc(S(=O)(=O)N2CC3CC(C2)c2cccc(=O)n2C3)cc1 (stereo not given)	4.4	5.0	12.5	6.0	1.4	-2.2	0.3	-1.1	i	-0.3
Fc1ccc(N2CCN(Cc3ccc4c(c3)OCO4)CC2)cc1	3.1	-3.5	6.2	-8.6	3.9	-3.5	-3.3	-10.7	i	2.6
O=c1cccc2n1CC1CC2CN(Cc2c(Cl)cccc2Cl)C1 (stereo not given)	-8.1	-3.9	12.7	-4.3	2.6	3.8	-0.3	-4.3	i	-0.1
COC(=O)C1=C(c2ccc(OCc3ccccc3)cc2)C[C@@H]2CC[C@H]1N2C(=O)NCc1ccc(F)cc1	-10.2	-9.8	-8.3	-0.5	-10.3	4.4	8.6	nt	i	8.9
Cc1cc(=O)oc2cc3c(cc12)CCCN3	7.5	0.2	8.7	1.3	-0.2	-1.1	-1.6	-4.2	i	-15.1
Cc1[nH]nc2ccc(-c3cncc(OC[C@@H](N)Cc4c[nH]c5ccccc45)c3)cc12	-4.4	-23.6	8.3	20.0	-8.7	3.2	-0.9	4.1	i	-13.3
c1ccc2c(c1)[nH]c1cnccc12	-0.2	2.1	-23.0	-3.9	-4.4	0.4	1.4	-11.7	i	-4.7
O=C(COC(=O)Cc1ccccc1)NNC(=O)c1ccc([N+](=O)[O-])cc1	8.5	-0.1	-8.4	-5.3	5.9	-1.8	-1.0	0.7	i	-39.3
ClC(Cl)(Cl)c1ccccc1	-19.2	-0.8	-3.3	0.7	-0.9	-0.2	-1.6	2.7	i	3.4
COc1ccc(CN2CCN(C(=O)Cc3ccccc3)CC2)cc1OC	0.4	-3.8	5.8	0.5	6.6	-1.5	-2.0	nt	i	1.0
CS(=O)(=O)NCc1nnc2n1-c1ccc(Cl)cc1C(c1ccccc1)=NC2	-0.8	-5.0	-2.1	-2.2	-0.4	-1.8	-1.6	-4.9	i	0.6
CCC(=Nc1ccc(OC)cc1OC)c1c(O)n(C)c(=O)n(C)c1=O	5.0	7.9	-6.9	6.7	-0.1	-7.9	0.1	-3.3	i	2.0
O=P(NC(c1ccccc1)c1ccccc1)(Oc1ccccc1)Oc1ccccc1	8.3	1.7	8.4	10.1	2.9	-1.7	1.6	-2.6	i	-0.6
N=c1c[n+](CC23CC4CC(CC(C4)C2)C3)[n-]o1	-2.2	2.6	-11.1	-2.7	4.0	1.9	0.9	6.8	i	-5.3
CCN1CCN(Cc2ccc(OC(F)(F)F)cc2)CC1	-3.3	-3.2	5.7	-4.8	0.1	13.2	-4.1	-0.3	i	-3.3
O=c1[nH]c(=S)[nH]c(O)c1C(c1ccccn1)c1c(O)[nH]c(=S)[nH]c1=O	-3.3	-3.1	17.2	2.0	-4.5	-1.9	-0.2	-3.3	i	-10.4
O=C(N/N=C1/CN2CCC1CC2)c1cccc(O)c1	12.0	-1.8	-8.5	-2.1	3.1	-0.7	-2.0	-9.5	i	0.2
C/C(=N\N1CCCCCC1)c1c(O)n(-c2ccc(Cl)cc2)c(=O)[nH]c1=O	-1.0	-0.1	-24.0	-5.9	0.4	-4.9	-0.4	-4.3	i	7.4
O=C1CC(c2cccnc2)=NN1c1ccc(Cl)cc1Cl	-0.3	7.2	6.4	2.7	0.6	0.7	-1.1	-6.0	i	17.0
O=c1c2ccccc2nc(Cc2ccccc2)n1-c1ccccc1O	-10.7	-3.4	-15.7	-4.3	-0.4	-1.4	-2.0	-4.0	i	6.0
O=c1[nH]c(CN2CC=C(c3ccccc3)CC2)nc2scc(-c3ccccc3)c12	-57.8	-18.2	4.8	21.5	3.2	3.6	4.1	0.2	+	-1.4
CNC(C(=O)c1ccccc1)C(OC)c1cccc([N+](=O)[O-])c1 (stereo not given)	-1.4	-3.7	-9.2	-1.1	3.0	2.9	-0.5	2.7	i	-9.4
Cc1c(C=C2C(=O)N(C)C(=O)N(C)C2=O)c(=O)n(-c2ccccc2)n1C	1.6	-4.7	-0.5	5.5	-3.8	0.1	-1.5	-4.6	i	2.8

Among those listed so far, these contain two or more sulfur atoms.
SMILES	NRP1-CendR mod	MT1-MMP act inh	SKN-1 block	NadD inh	DNMT1 block	STEP inh	LMPTP block	Scp1 inh	Rpn11 inh	SUMO1-SIM PPI
C=CCSc1nc2c(c(-c3ccsc3)c1C#N)CN(C)CC2	-7.6	-10.6	25.3	13.0	51.9*	1.2	23.4	-3.8	i	-44.4
CN(c1ccc(OCC(=O)N2CCN(C/C=C/c3ccccc3)CC2)cc1)S(=O)(=O)c1cccs1	-9.1	-4.6	9.0	10.3	-8.0	2.4	3.0	-8.4	i	4.5
O=c1[nH]c(=S)[nH]c(O)c1C(c1ccccn1)c1c(O)[nH]c(=S)[nH]c1=O	-3.3	-3.1	17.2	2.0	-4.5	-1.9	-0.2	-3.3	i	-10.4

Source: PubChem
